Screens as filed in PubChem.
bIAP inh: blocks bovine intestinal alkaline phosphatase activity; purified bovine IAP, CDP-star luminescence, 30 min; inhibition, % at 20 µM; 190,000 tested, under 10 active; AID 1019;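 active = over 50% inhibition of intestinal alkaline phosphatase at 20 µM in the single-dose screen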
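System: purified bovine intestinal alkaline phosphatase (IAP) enzyme; Input: IAP diluted 1/65,000,000 in the well; Measured by: CDP-star luminescence signal; Compound dosing: 20 µM single dose; Incubation: 30 min reaction at room temperature.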
TNAP inh no acc: inhibitors of human TNAP without phosphate acceptor. P05186. purified TNAP, CDP-star luminescence, 30 min. inhibition, % at 20 µM. hit rate 0.26% among 200,000;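 active = tissue-nonspecific alkaline phosphatase inhibition above about 50% at 20 µM in the single-dose screen, limit read from the data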;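 also: 0% = DMSO negative control and 100% = EDTA positive control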
Target sequence (P05186 whole entry, looked up): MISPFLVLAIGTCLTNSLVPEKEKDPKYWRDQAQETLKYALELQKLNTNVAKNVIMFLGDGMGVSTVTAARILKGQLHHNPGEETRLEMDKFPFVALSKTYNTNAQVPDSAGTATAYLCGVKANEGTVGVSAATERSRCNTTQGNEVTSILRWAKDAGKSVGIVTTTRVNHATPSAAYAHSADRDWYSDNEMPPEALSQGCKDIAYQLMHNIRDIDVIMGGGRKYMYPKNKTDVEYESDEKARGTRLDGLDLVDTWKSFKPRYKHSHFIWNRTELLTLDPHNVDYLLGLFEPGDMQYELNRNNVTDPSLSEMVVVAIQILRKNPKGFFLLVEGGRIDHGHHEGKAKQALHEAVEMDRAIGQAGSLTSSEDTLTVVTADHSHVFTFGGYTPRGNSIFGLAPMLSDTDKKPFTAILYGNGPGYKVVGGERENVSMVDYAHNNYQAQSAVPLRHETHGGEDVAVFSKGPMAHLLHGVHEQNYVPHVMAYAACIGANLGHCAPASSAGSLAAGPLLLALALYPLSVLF
RAM network inh: yeast RAM network inhibition. inhibition, % at 50 µM. S. cerevisiae dse1pr::URA3 reporter, 5-FOA growth OD615, 2 d; analog-sensitive cbk1-as2 kinase mutant strain. hit rate 1.8% among 190,000;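 active = inhibition above a set limit, 3 SD over mean compound inhibition, cut at about 8.4% in these data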;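 also: 0% = DMSO-only wells with no growth and 100% = 10 µM 1-NA-PP1 full growth; inhibition rescues growth on 5-FOA so higher OD means more RAM inhibition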
FLuc stim CS: affects firefly luciferase, flagging false hits in luciferase stimulation screens. ATPlite luciferase biochemical, luminescence, 10 min; 0 = ATP-free wells, 1 = DMSO control. activation factor at 10 µM. 200,000 tested, under 10 active. P08659. AID 1027;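 active = luciferase activation factor, scaled between plate controls, of at least 2 with compound at 10 µM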
Target sequence (P08659 whole entry, looked up): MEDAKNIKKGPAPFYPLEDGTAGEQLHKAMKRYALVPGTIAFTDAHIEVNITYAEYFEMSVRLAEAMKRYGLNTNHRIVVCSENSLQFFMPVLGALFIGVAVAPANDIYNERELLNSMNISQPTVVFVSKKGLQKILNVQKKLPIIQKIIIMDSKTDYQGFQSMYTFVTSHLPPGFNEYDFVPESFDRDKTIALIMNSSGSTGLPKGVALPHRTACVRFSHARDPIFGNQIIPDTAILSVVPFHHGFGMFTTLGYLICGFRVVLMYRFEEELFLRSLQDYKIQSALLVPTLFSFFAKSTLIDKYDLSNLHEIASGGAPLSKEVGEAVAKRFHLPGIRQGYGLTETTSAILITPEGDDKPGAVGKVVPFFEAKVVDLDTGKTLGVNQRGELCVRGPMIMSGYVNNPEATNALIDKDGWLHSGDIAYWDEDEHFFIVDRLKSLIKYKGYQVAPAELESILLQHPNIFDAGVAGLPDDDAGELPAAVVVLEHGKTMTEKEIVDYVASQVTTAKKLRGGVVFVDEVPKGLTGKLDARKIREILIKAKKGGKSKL
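Material: luciferase plus luciferin reagent, cell-free. Medium: PBS buffer for ATP. Also added: ATP substrate, dispensed from a 10.24 µM working solution in PBS. Doses: test compounds dosed from 2 mM stocks in 100% DMSO. Incubation: 10 min post-reagent at room temperature. Technique: light output (luminescence). Read-out basis: luminescence gain marking luciferase activators.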
Lmaj promast: inhibitors of Leishmania major promastigote growth; inhibition, % at 10 µM; AID 1063; Leishmania major promastigotes, resazurin fluorescence viability; hit rate 9% among 200,000; in the data active = inhibition above about 50%;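 also: promastigotes grown with compound for 44 hours at 28 °C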
bIAP act: intestinal alkaline phosphatase (bovine) activation; purified bovine IAP, CDP-star luminescence, 30 min; active compounds read high; fold of DMSO-control signal, blank-subtracted; activation factor at 20 µM; hit rate 0.17% among 200,000; AID 1016;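 active = activation factor of 2 or more at 20 µM, a signal rise over negative controls twice the positive control's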
TNAP inh hi DEA: TNAP (human) inhibition, high acceptor | inhibition, % at 20 µM | purified TNAP, CDP-star luminescence, 1 M DEA | P05186 | AID 1135 | hit rate 0.03% among 200,000;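 active = over 50% inhibition of tissue-nonspecific alkaline phosphatase at 20 µM in the single-dose screen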;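 also: plate controls were DMSO wells for no effect and EDTA-quenched wells as full inhibition for full effect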
APP 5UTR inh: APP translation inhibition | SH-SY5Y APP 5'UTR-luciferase reporter, luminescence | inhibition, % at 2 µM | hit rate 0.82% among 190,000;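 active = inhibition above a set limit, derived from the sample mean plus 3 SD, cut at about 45% in these data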; also: values of inactives mirror those of a sister screen read the other way
FLuc inhib CS: inhibits firefly luciferase, flagging false hits in luciferase inhibition screens; hit rate 1.5% among 200,000; inhibition, % at 10 µM; ATPLite firefly luciferase biochemical luminescence, 10 min; AID 1006;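 active = inhibition above about 50% when tested at 10 µM, limit read from the data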
TNAP act hiacc: activators of human TNAP at high phosphate acceptor concentration | purified TNAP, CDP-star luminescence, 1 M DEA, 30 min; active compounds read high; 0 = EDTA background, 1 = DMSO-only activity | 200,000 tested, under 10 active | P05186 | activation factor at 20 µM;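 active = activation factor at least 2 at 20 µM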
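Measured by: Luminescent substrate turnover signal | Test system: Human TNAP | Input: TNAP 1/800 final | Dosing: 20 µM single point | Schedule: 30 min, room temperature | Controls: EDTA wells as negative control, DMSO wells as positive control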
* hit, by the source's call; / = no result given. Compounds as they come; overall some 13% were active at least once.

SMILES	bIAP inh	TNAP inh no acc	RAM network inh	FLuc stim CS	Lmaj promast	bIAP act	TNAP inh hi DEA	APP 5UTR inh	FLuc inhib CS	TNAP act hiacc
COCCNC(=O)c1cn(C)c2ccc(S(=O)(=O)N(C)C3CCCCC3)cc2c1=O	4	10	1.2	1.1	6	1	-4	/	-8	1
NC(=O)C1CCN(c2oc(-c3ccccc3F)nc2S(=O)(=O)c2ccc(Cl)cc2)CC1	3	0	3.0	1	26	1	0	6	-4	1
COc1ccc(-c2csc(NC(=O)c3ccoc3C)n2)cc1	4	-5	4.6	1	0	1	1	-47	0	1
Cc1cc2cc(CN(CCN3CCOCC3)C(=O)Nc3ccccc3F)c(=O)[nH]c2cc1C	-6	-14	0.0	1	5	1.1	-7	-8	-2	1.1
CCOc1ccc(Nc2nc3c(c(=O)[nH]2)CCC3)cc1	1	-5	2.5	1	2	1	-2	-21	-3	1
O=S(=O)(c1ccccc1)c1cnc(-c2cccnc2)nc1-c1ccc(Cl)c(Cl)c1	17	1	1.5	1	41	0.8	3	20	-2	1
O=S(=O)(Nc1cccnc1)c1cc(Cl)ccc1Cl	5	8	1.2	1	-7	0.9	2	-10	-3	1
Cc1cc(C)nc(SCC2COc3ccccc3O2)n1 (stereo not given)	6	-20	0.0	1.1	-5	0.9	-6	-12	-5	1.1
Cc1nc(NC(=O)c2ccc(Br)o2)sc1C	11	-12	1.5	0.6	38	0.9	-1	-121	40	1
OCCC1CN(Cc2ccc3c(c2)CCO3)CCN1C1CCCC1 (stereo not given)	-31	-6	-0.4	1	31	1.3	-6	4	-1	1.1
COc1ccc(-c2cc(C(=O)Nc3cnn(Cc4ccccc4C)c3)no2)cc1OC	4	-8	5.0	1.1	-6	1	-2	-20	-10	1
Cc1ccc(-c2ccc(SCC(=O)c3ccccc3)nn2)cc1	34	-18	1.2	0.9	-2	0.7	-1	-5	9	1
C/C(=N\OC(=O)c1ccccc1)c1cc(-c2ccc(Cl)cc2)no1	20	-6	4.3	1	-5	0.8	-1	-26	-5	1
CCOc1ccc(NS(=O)(=O)c2ccc(NC(C)=O)c(OC)c2)cc1	9	-2	1.5	1.1	0	0.9	-7	-21	-11	1.1
COc1ccccc1N(CC(=O)NC1CCCC1)C(=O)CCC(=O)Nc1cc(C)on1	-11	-11	-0.6	1	-6	1.1	-1	6	-4	1
COc1ccc(CNc2nc(-c3cccnc3)nn2C(C)=O)cc1	-45	25	2.1	1	-1	1.4	-1	-7	-2	1
CC(C)Oc1ccc(C2c3c(oc4ccccc4c3=O)C(=O)N2CCCN2CCOCC2)cc1 (stereo not given)	1	4	-0.9	1	10	1	9	-11	-1	0.9
C(=N\Nc1nc(N2CCCC2)nc(N2CCCC2)n1)/c1cccnc1	-4	-32	0.7	1.1	-2	1	-3	5	-5	1
N#C/C(C(=O)N1CCCCC1)=C1\Nc2ccccc2S1	-4	-10	1.2	0.8	-6	1	0	-3	25	1
Cc1ccc(NC(=O)CSc2nnc(-c3ccc(S(=O)(=O)N4CCCC4)cc3)o2)cc1C	9	-19	0.1	1.1	8	0.9	-5	-13	-10	1
O=C(CSc1nc2ccccc2s1)NNC(=S)Nc1ccc(Cl)cc1	10	-80	5.9	1.1	-7	0.9	-4	-23	-7	1
CC(Oc1ncnc2ccccc12)C(=O)Nc1cccc(S(=O)(=O)N2CCOCC2)c1 (stereo not given)	8	-6	0.7	1	78*	0.9	-2	7	0	1
CC(C)NC(=O)CSc1nc2ccccc2n1CC(=O)N(C(C)C)C(C)C	7	-4	0.6	1	0	0.9	-5	-17	-4	1.1
N#Cc1c(N)n(CCOC(=O)c2cccc(Br)c2)c2nc3ccccc3nc12	5	-14	4.9	1.1	1	0.9	-7	4	-9	1.1
COCCNC(=O)c1onc(CSc2ccc(C)c(C)c2)c1C(=O)O	4	-10	1.9	1	-10	1	-4	-13	-5	1

Following part.
SMILES	bIAP inh	TNAP inh no acc	RAM network inh	FLuc stim CS	Lmaj promast	bIAP act	TNAP inh hi DEA	APP 5UTR inh	FLuc inhib CS	TNAP act hiacc
O=C(Cc1ccc(S(=O)(=O)N2CCOCC2)s1)Nc1nc2c(s1)CCCC2	-4	4	0.1	1	44	1	6	2	1	0.9
COCP(=O)(c1ccccc1)c1ccccc1	8	-19	-0.3	1	-7	0.9	-5	2	-5	1.1
OCCCc1ccc(O)c(O)c1	7	3	-0.5	1	-11	0.9	0	-8	2	1
CN(C)CC(O)COc1cccc(OCC(O)CN(C)C)c1 (stereo not given)	-7	-5	1.2	1	-5	1.1	2	0	-1	1
CCCN(CCO)Cc1ccc(Br)cc1	-2	-3	1.3	1.1	-3	1	-4	-5	-8	1
CCCN(CC1CC1)C(=O)CCc1nnc(CCc2c[nH]c3ccccc23)o1	3	-5	0.2	1	12	1	-5	0	-4	1.1
CC(C)CCNC(=S)Nc1ccccc1F	21	20	1.1	1.1	52*	0.8	1	7	-7	1
CS(=O)c1nc(-c2ccc(Br)cc2)cc(-c2ccccc2)c1C#N (stereo not given)	7	-7	2.3	1	100*	0.9	-15	94*	-5	1.1
Cc1cc2c(cc1C)-c1nnc(-c3ccc4ccccc4n3)n1C(C)(C)C2	10	-14	1.3	1.1	47	0.9	-3	-7	-7	1
Cc1ccc(NC(=O)N2CCCC2C(=O)NCCc2ccccc2)cc1 (stereo not given)	12	-15	2.3	1.1	-4	0.9	-6	-3	-6	1.1
CC(C)Cn1c(N)c(C(=O)COC(=O)[C@@H]2CCCN2C(=O)c2cccs2)c(=O)n(C)c1=O	-14	-10	-0.1	1	-7	1.1	-3	-10	-1	1
CS(=O)(=O)N(CC(=O)N1CCCC1)Cc1ccc(Cl)cc1	-2	-8	2.3	1.1	43	1	-4	8	-6	1
CCCCn1c(-c2ccccc2)cnc1SCC(=O)NCCc1ccc(OC)c(OC)c1	-22	-6	1.7	1	66*	1.2	-6	/	-3	1.1
CCOC(=O)N1CCN(C(=O)c2ccccc2NC(=O)c2ccc(F)cc2)CC1	4	-17	-0.9	1	-4	1	-2	-4	-3	1
CSc1ccccc1NC(=O)c1cc2ncc(Br)cn2n1	0	-11	6.3	1	7	1	-4	-73	4	1
COc1ccc(C2=NN(Cc3c(F)cccc3Cl)C(=O)CC2)cc1	12	0	6.9	1.1	21	0.9	-3	-30	-7	1
Cc1cccc(C(=O)N2CCc3ccccc3C2)c1[N+](=O)[O-]	-13	3	1.4	1	-4	1.1	1	17	-1	1
CSc1oc(-c2ccc(F)cc2)nc1S(=O)(=O)c1ccc(F)cc1	-6	-13	4.1	1	-1	1.1	-7	-11	-4	1.1
CC1CCCCN1Cc1ccc(N)cc1 (stereo not given)	4	-6	0.9	1	2	1	-3	-9	-1	1
O=C(NCc1cccnc1)c1ccc([N+](=O)[O-])cc1	-13	1	0.6	1.1	2	1.1	0	-2	-8	1
C=CCOc1ccc2nc(NC(=O)OC)[nH]c2c1	2	-6	1.0	0.9	12	1	-4	/	6	1
COc1ccccc1C1SCCN1S(=O)(=O)c1cccc(C(F)(F)F)c1 (stereo not given)	17	-8	3.4	1	0	0.8	-3	0	0	1
CCc1nc2cc3sc(CC)nc3cc2s1	4	-11	0.6	0.6	-2	1	-1	-122	38	1
CCOc1ccc(-n2ccnc2SCC(=O)Nc2nnc(C)s2)cc1	6	-3	0.0	1	-6	0.9	-2	-20	-5	1
O=C(Cc1ccccc1)N1CCC(c2nc3ccccc3[nH]2)CC1	-1	-5	2.1	1	-5	1	1	5	0	1

Structural class: those above containing an NH in an aromatic ring.
SMILES	bIAP inh	TNAP inh no acc	RAM network inh	FLuc stim CS	Lmaj promast	bIAP act	TNAP inh hi DEA	APP 5UTR inh	FLuc inhib CS	TNAP act hiacc
Cc1cc2cc(CN(CCN3CCOCC3)C(=O)Nc3ccccc3F)c(=O)[nH]c2cc1C	-6	-14	0.0	1	5	1.1	-7	-8	-2	1.1
CCOc1ccc(Nc2nc3c(c(=O)[nH]2)CCC3)cc1	1	-5	2.5	1	2	1	-2	-21	-3	1
CCCN(CC1CC1)C(=O)CCc1nnc(CCc2c[nH]c3ccccc23)o1	3	-5	0.2	1	12	1	-5	0	-4	1.1
C=CCOc1ccc2nc(NC(=O)OC)[nH]c2c1	2	-6	1.0	0.9	12	1	-4	/	6	1
O=C(Cc1ccccc1)N1CCC(c2nc3ccccc3[nH]2)CC1	-1	-5	2.1	1	-5	1	1	5	0	1

More results follow:
SMILES	bIAP inh	TNAP inh no acc	RAM network inh	FLuc stim CS	Lmaj promast	bIAP act	TNAP inh hi DEA	APP 5UTR inh	FLuc inhib CS	TNAP act hiacc
O=c1[nH]c(NC2CCCCC2)nnc1Cc1ccccc1	6	-7	3.5	1	-1	0.9	-4	5	-4	1
Cc1nn(-c2ccccc2)c2c1C(c1ccc(Cl)cc1)N(c1ccccc1)C(=O)N2 (stereo not given)	16	-13	2.8	1	30	0.8	-8	-1	-4	1.1
CCOC(=O)c1cnc2nc(Cc3ccccc3)[nH]n2c1=O	1	-13	2.1	1	-5	1	-3	4	1	1
CN(C)S(=O)(=O)c1cccc(-c2nnc(SCc3ccc4c(c3)OCCO4)o2)c1	-13	-9	1.7	1	-6	1.1	-2	-6	1	1
COc1ccc(C2CN=NC23CCCc2ccccc2C3=O)cc1 (stereo not given)	7	-7	1.3	1	34	0.9	2	-2	-4	1
O=C(c1ccco1)N1CCN(C(=O)N2CCCCC2)CC1	5	-10	1.1	1.1	-2	1	-6	-19	-5	1.1
CC(C)COC(=O)c1cc(-c2ccc(/C=N/n3cnnc3)o2)ccc1Cl	2	-1	-0.4	1	-3	1	5	-8	-3	1
Nn1c(Nc2ccccc2)nc2sc3c(c2c1=O)CCCC3	2	7	1.9	0.9	-2	1	1	-23	10	1
CC1(C)C(c2cccs2)=NC(c2ccccc2)N1O (stereo not given)	5	-6	3.2	1	-5	1	-3	15	-5	1
Oc1ccc(Cl)cc1C1=NCCNC(C(F)(F)C(F)F)=C1	23	1	0.4	1.1	76*	0.8	4	-6	-9	1
COc1ccccc1OCC(=O)Nc1cccc(N(C)S(C)(=O)=O)c1	10	-9	1.9	0.9	15	0.9	-2	56*	9	1
COc1cccc(NC(=O)COc2cccc(-n3cnnn3)c2)c1	-2	-9	-0.3	0.9	-4	1	-3	-6	8	1
COc1ccc(Oc2cc(C(F)(F)F)nc(N(C)C)n2)cc1	-2	-13	0.4	1	-1	1	-5	-9	-2	1.1
COC(=O)[C@H]1C[C@@H]1[C@H](NC(=O)c1cc(C)on1)c1ccccc1	5	-7	1.8	1	-11	0.9	-2	7	3	1
O=C(COC(=O)c1ccc[n+]([O-])c1)Nc1c(Br)cc([N+](=O)[O-])cc1Br	-9	-14	1.5	1	61*	1.1	0	1	-2	1
Cc1ccc[n+](C(C)C(=O)Nc2ccc([N+](=O)[O-])cc2C)c1 (stereo not given)	-19	2	0.2	1.1	0	1.2	-4	-12	-6	1
c1ccc(-c2nc3ccccn3c2NCc2ccc3c(c2)OCO3)cc1	13	-2	2.2	1.1	21	0.9	-3	-7	-6	1
CCC(=O)Nc1cccc(-c2cn3ccsc3n2)c1	11	-12	0.1	0.8	0	0.9	-5	-6	22	1.1
